POLB inh: qHTS Assay for Inhibitors of DNA Polymerase Beta. P06746. Pol beta primer extension/strand displacement, fluorescence kinetic. Potency, µM (highest dose often 114 µM), without a hit: at the highest dose activity change, negative = inhibition, hits mostly inhibitors. 340,000 tested, 1.3% active. AID 485314, 2010; further: potency means the concentration at half of the fitted maximal effect; on the % scale 0 is the no-effect control and ±100 the full control effect
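Pol beta (10 nM) and compounds were preincubated 15 min at room temperature, then 50 nM substrate (final) started primer extension/strand displacement. Reads were taken at 0 and 10 min; concentration-response data were fitted to a four-parameter Hill equation.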
Anesthetic bind: qHTS Assay for Identification of Novel General Anesthetics | apoferritin/1-aminoanthracene competitive binding, fluorescence | Ferritin light chain (Equus caballus), P02791 | 350,000 tested, 0.074% active | AID 485281, 2010 | Potency, µM (titrated, usually from 77.5 µM), for inactives: at the top dose activity change, negative = displacement, actives largely listed as inhibitors; further: potency means the concentration at half of the fitted maximal effect; on the % scale 0 is the no-effect control and ±100 the full control effect; nearly all actives have a fitted effect of over 20% in size
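Concentration-response curves derived by four-parameter Hill fitting of normalized fluorescence, where compounds displaced 1-AMA from 10 uM horse apoferritin following a brief 10 min room-temperature incubation; propofol titration acted as positive control.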
ALOX12 inh: Primary qHTS assay for inhibitors of human arachidonate 12S-lipoxygenase (ALOX12): Round 2; Polyunsaturated fatty acid lipoxygenase ALOX12 (Homo sapiens), P18054; purified 12hLO, xylenol orange hydroperoxide absorbance; Potency, µM (top dose mostly 108 µM), without a hit: top-dose activity change, negative = inhibition, most hits filed as inhibitors; 580,000 tested, 1.1% active; further: potency means the concentration at half of the fitted maximal effect; on the % scale 0 is the no-effect control and ±100 the full control effect
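Purified human 12hLO (150 nM final) in 25 mM Hepes, 0.01% Triton X-100, pH 7.0 was preincubated 15 min at room temperature with compound. Then 40 uM arachidonic acid was added, 30 min. Hydroperoxide was read by Fe-XO absorbance ratio 573/405 nm.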
ERG Ets-DNA blk: qHTS for Small Molecule Inhibitors of the ERG Ets/DNA interaction. fluorescence polarization, His-ERG Ets domain / labelled DNA. AID 624246, 2012. Transcriptional regulator ERG (Homo sapiens), P11308. 370,000 tested, 0.028% active. Potency, µM (doses to about 76.9 µM), for inactives: at the highest dose FP activity, negative = inhibition, hits mostly inhibitors; active means well fitted inhibition curve with a large enough effect in the polarisation, with a control signal flat; inconclusive means small, poorly fitted or top-dose-only effect, or effect the other way, or a change in a side signal; inactive means no such curve, though single readings can be large or run the other way; the % refers to the polarisation;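 further: polarization taken with two DNA probes labelled with fluorescein and Texas red; potency means the concentration at half of the fitted maximal effect; % of control where 0% means no effect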
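His-tagged ERG Ets domain (1 uM in the protein solution; 300mM KCl, 50mM Tris-HCl, 1mM EDTA, 1mM DTT, pH 7.5) received compound, then a probe mix of 5 nM fluorescein-DNA and 100nM Texas-615-DNA. Fluorescence polarization was read for both dyes.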
BLM helicase inh: qHTS Assay for Inhibitors of Bloom's syndrome helicase (BLM). RecQ-like DNA helicase BLM (Homo sapiens), P54132. recombinant BLM DNA unwinding, fluorescence dequenching. Potency, µM (titrated, usually from 56.1 µM), without a hit: top-dose activity change, negative = inhibition, usual class: inhibitors. 350,000 tested, 0.2% active. AID 2528, 2010;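 further: potency means the concentration at half of the fitted maximal effect; plate controls were vehicle for no effect and no enzyme for full effect; nearly all actives have a fitted effect of over 35% in size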
APEX1 inh: qHTS Assay for Inhibitors of the Human Apurinic/apyrimidinic Endonuclease 1 (APE1); DNA repair nuclease/redox regulator APEX1 (Homo sapiens), P27695; recombinant APE1, TAMRA/BHQ-2 abasic DNA cleavage fluorescence; Potency, µM (doses to about 65.8 µM), for inactives: at the highest dose activity change, negative = inhibition, actives largely listed as inhibitors; 350,000 tested, 0.35% active;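 further: potency means the concentration at half of the fitted maximal effect; plate controls were vehicle for no effect and reference inhibitor for full effect; nearly all actives have a fitted effect of over 55% in size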
Target sequence (P27695 whole entry, looked up): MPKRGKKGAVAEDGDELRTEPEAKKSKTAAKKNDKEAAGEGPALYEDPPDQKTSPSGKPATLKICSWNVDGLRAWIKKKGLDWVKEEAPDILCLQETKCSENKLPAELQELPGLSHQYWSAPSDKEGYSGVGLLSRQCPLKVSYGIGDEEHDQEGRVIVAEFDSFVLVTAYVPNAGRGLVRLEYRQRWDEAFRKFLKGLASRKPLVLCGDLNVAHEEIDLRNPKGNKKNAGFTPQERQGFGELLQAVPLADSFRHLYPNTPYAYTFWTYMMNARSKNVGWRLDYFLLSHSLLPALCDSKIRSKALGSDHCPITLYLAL
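Measures dequenching upon AP-site incision of a 5'-TAMRA/3'-BHQ-2 THF-containing duplex, 50 nM; human APE1 0.75 nM after 15 min room-temperature exposure to compound; kinetic three-point read at one-minute spacing.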
Pol kappa inh: qHTS for Inhibitors of Polymerase Kappa; DNA polymerase kappa (Homo sapiens), Q9UBT6; 400,000 tested, 0.53% active; purified Pol kappa, fluorescent DNA synthesis assay, 10 min; Potency, µM (highest dose often 107 µM), for inactives: at the top dose activity, negative = inhibition, most hits filed as inhibitors; further: potency means the concentration at half of the fitted maximal effect; on the % scale 0 is the no-effect control and ±100 the full control effect
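Activity was followed as the change in fluorescence between reads at 0 and 10 min after starting the reaction with 50 nM substrate. Beforehand, 10 nM polymerase had been preincubated with compound for 15 min at room temperature.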
TRHR ag: qHTS for Small Molecule Agonists and Allosteric Enhancers of Human TRH Receptor: Primary Screen for Agonists; TRHR cells, calcium flux fluo-8, FDSS agonist mode; AID 493084, 2011; activation, % at 2 µM; Thyrotropin-releasing hormone receptor (Homo sapiens), P34981; 360,000 tested, 0.18% active; in the data active means activation above about 30%; further: 0% is about no effect
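Read-out: compound-evoked intracellular calcium rise in TRHR cells, fluo-8 dye, kinetic FDSS fluorescence at 1 s/cycle following a 10-cycle baseline. Cells cultured overnight before dye loading (30 min–1.5 h, RT).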
POLI inh: qHTS for Inhibitors of Polymerase Iota | 390,000 tested, 1% active | Potency, µM (top dose mostly 115 µM), without a hit: top-dose activity, negative = inhibition, usual class: inhibitors | Pol iota fluorescent replication assay, 10 min; further: potency means the concentration at half of the fitted maximal effect
Target sequence (Q9UNA4 whole entry, looked up): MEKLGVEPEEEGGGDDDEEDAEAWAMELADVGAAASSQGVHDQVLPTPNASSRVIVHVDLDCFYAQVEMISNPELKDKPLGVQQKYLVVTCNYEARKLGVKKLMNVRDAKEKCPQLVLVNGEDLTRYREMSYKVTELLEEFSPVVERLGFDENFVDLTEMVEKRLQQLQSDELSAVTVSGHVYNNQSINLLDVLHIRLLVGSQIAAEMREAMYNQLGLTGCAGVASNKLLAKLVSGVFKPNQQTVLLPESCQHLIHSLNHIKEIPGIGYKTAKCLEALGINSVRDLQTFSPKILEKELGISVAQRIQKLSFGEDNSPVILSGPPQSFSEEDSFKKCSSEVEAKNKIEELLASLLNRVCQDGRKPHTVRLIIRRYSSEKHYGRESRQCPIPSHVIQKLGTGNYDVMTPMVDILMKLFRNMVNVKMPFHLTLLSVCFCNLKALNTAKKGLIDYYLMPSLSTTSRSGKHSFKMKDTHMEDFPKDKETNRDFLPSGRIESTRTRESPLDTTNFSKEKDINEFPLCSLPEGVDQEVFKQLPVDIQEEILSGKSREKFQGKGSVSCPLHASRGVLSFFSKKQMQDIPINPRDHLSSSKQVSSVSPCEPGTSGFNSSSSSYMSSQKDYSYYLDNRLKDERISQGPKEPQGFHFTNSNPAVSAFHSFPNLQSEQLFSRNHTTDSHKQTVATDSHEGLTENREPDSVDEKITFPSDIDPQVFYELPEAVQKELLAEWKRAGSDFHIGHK
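Fluorescent replication assay read twice, at 0 min and 10 min after adding 50 nM (final) substrate. Enzyme (10 nM) and compounds were first incubated 15 min at room temperature; enzyme-free buffer wells were negative controls.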
Numbers without * were called inactive; ? = inconclusive; nt = no result given; & = joins results of further samples; [ ] = dose if it differs, or a comment. Unless noted, the call rests on the fitted dose curve; in most records, active means well fitted curve in the direction sought with a large enough effect; inconclusive means small, poorly fitted or top-dose-only effect, or another doubt; inactive means no such curve, though single readings can be large; an effect the other way counts as inactive or inconclusive.

SMILES	POLB inh	Anesthetic bind	ALOX12 inh	ERG Ets-DNA blk	BLM helicase inh	APEX1 inh	Pol kappa inh	TRHR ag	POLI inh
Nc1c(S(=O)(=O)c2cccs2)c2nc3ccccc3nc2n1Cc1ccccc1	-16%	64%[activator]	-29%	-6%	-13%	9%	-9%	0.8	1%
O=C(CSc1nc(C(F)(F)F)cc(=O)[nH]1)Nc1ccc2c(c1)OCCO2	nt	nt	-5%	5%	nt	20%	-10%	-0.2	11%
CCCC(=O)NNc1cc(=O)c2c(=O)n(C)c(=O)n(C)c2[nH]1	1%	-4%	16µM*	4%	-3%	6%	-1%	0.4	9%
CCCn1c(SCC(=O)Nc2ccccc2N2CCCCC2)nc2c1c(=O)n(C)c(=O)n2C	-22%	5%	1%	nt	1%	-3%	-8%[60.1 µM]	-1.2	?
CCOC(=O)C1(Cc2ccccc2)CCN(Cc2csc(C(C)=O)c2)CC1	13%	-5%	11%	1%	-4%	-1%	1%	-1.3	93%[activator]
CCCOc1ccc(C(=O)NNC(=S)NC(=O)c2cc(-c3ccc(Cl)cc3)nc3ccccc23)cc1	?	-16%	?	1%	-2%	?	-6%	-0.7	49%[activator]
CCOC(=O)c1c(NC(=O)c2ccc(S(=O)(=O)N(CCOC)CCOC)cc2)sc2c1CC(C)(C)NC2(C)C	10%	-12%	-11%	-2%	-9%	nt	-8%[60.1 µM]	0.0	-8%
COc1ccc(C(=O)c2oc3ccccc3c2NC(=O)c2ccc(F)cc2)cc1	1%	-2%	-8%	-11%	-7%	nt	-5%	-0.4	26%
CCOc1ccc(N(CC(=O)NCc2ccccc2)C(=O)Cn2nnc(-c3ccc(C)o3)n2)cc1	12%	-14%	-15%	10%	-3%	6%	-5%	-0.5	46%[activator]
CCc1noc(C)c1C(=O)Nc1cc(Cl)ccc1N1CCOCC1	nt	nt	-20%	-5%	nt	?	-3%	0.0	33%[activator]
CCOC(=O)c1cc2occc2n1CC(=O)NC1CCC(C)CC1 (stereo not given)	2%	-10%	-8%	-14%	0%	1%	4%	-2.0	43%[activator]
Cc1cccc(NC(=O)c2cnn(-c3ccccc3)c2-n2cccc2)c1C	0%	-18%	-5%	-2%	-4%	nt	-16%	-2.2	-32%
CC(C)(C)C(=O)NC1CC(=O)N(c2ccc3c(c2)OCCO3)C1 (stereo not given)	23%	-9%	-6%	4%	-1%	nt	-6%[60.1 µM]	-1.1	-6%
Cc1ccccc1-c1nc(CS(=O)(=O)CC(=O)Nc2c(C)cccc2C)c(C)o1	0%	7%	-4%&-17%	-1%	-1%	nt	-4%	-0.2	15%
CCN(CC(=O)NCc1cccs1)C(=O)c1ccc(OC)c(OC)c1	nt	nt	-4%	19%	nt	36%	2%	-0.2	27%
OCC[C@@H]1C[C@@H](O)[C@H](O)[C@]2(CCc3ccccc3CO2)O1	13%	-10%	-2%	-5%	-1%	18%	-3%	0.4	15%
Cn1c(SCc2ccccc2)nc(N)c(N=O)c1=O	nt	nt	0%	9%	nt	nt	7%	nt	37%[activator]
COC(=O)C1=C(C(=O)OC)[C@@H]2Nc3ccccc3[C@@]23C[C@@H](C(=O)OC)N(C(=O)C2CCC2)C3=N1	nt	nt	?	-10%	0%[12.4 µM]	18%[12.4 µM]	13%	nt	40%[activator]
CCn1c(SCC(=O)NNC(=O)c2ccc(C)cc2)nnc1-c1ccco1	6%	-5%	0%	5%	-7%	-2%	-20%	-2.0	44%[activator]
S=C(NCCc1ccncc1)Nc1cccc2ccccc12	4%	-5%	-24%	2%	0%	-2%	-10%	0.6	74%[activator]
CC(=O)Nc1ccc(-n2nnnc2SCC(=O)N2CCN(C(=O)c3ccco3)CC2)cc1	3%	12%	0%	-1%	0%	-2%	-4%	-0.4	5%
O=C(Nc1ccccc1-c1nc2ccccc2[nH]1)c1ccc(N2C(=O)CCC2=O)cc1	0%	-8%	-7%	1%	-1%	-2%	-8%	0.0	-30%
CC1CCN(S(=O)(=O)c2ccc(NC(=O)CN3CCOCC3)cc2)CC1	-2%	-13%	12%	2%	-3%	-1%	-16%	0.1	19%
O=C(CN1CCCCCC1)N/N=C/c1cccc(Cl)c1	-13%	-12%	-17%	0%	0%	0%	-14%	0.5	9%
COC(=O)c1ccc(N2CCN(C(C)=O)CC2)c(NC(=O)c2cccnc2)c1	3%	-4%	2%	1%	-3%	6%	-6%	0.5	163%[activator]
Cc1nnc2ccc(N3CCN(C(=O)c4ccccc4)CC3)nn12	8%	-6%	7%	-6%	-2%	-2%	-2%	0.1	40%[activator]
CCOC(=O)c1c(NC(N)=O)sc(C)c1C	-1%	1%	-6%	-11%	3%	8%	0%	-1.4	-2%
Cc1ccc(S(=O)(=O)N2CCN(C(=O)Cn3c(=O)cnc4ccccc43)CC2)c(C)c1	nt	nt	-3%	9%	nt	31%	-11%	nt	61%[activator]
c1ccc(-n2ncc3cccnc32)cc1	6%	1%	0%	0%	-8%	?	13%	-1.0	4%
COc1cc(-c2nc3sccn3c2Nc2c(C)cccc2C)ccc1O	-24%	?	-1%	2%	-10%	nt	?	-1.5	?
O=C(O)c1ccc(NS(=O)(=O)c2ccc3c(c2)C2C=CCC2C(c2ccccc2F)N3)cc1 (stereo not given)	?	0%	?	-11%	7%	?	35µM*	-2.7	?
COc1cc(CC(=O)NC2CCCc3ccccc32)cc(OC)c1OC (stereo not given)	30%	49%[activator]	11%	3%	-1%	30%	5%	-1.0	11%
Cc1noc(C)c1CSc1nc2ccccc2s1	1%	-5%	?	0%	1%	3%	-13%	-1.2	12%
O=C(NC1CCCCC1)Nn1c(-c2ccccc2)nc2ccccc2c1=O	1%	5%	nt	nt	1%	-3%	0%	0.1	2%
Cc1c(C)c2c(c(C)c1O)CC[C@@](C)(CCC[C@@H](C)CCC[C@@H](C)CCCC(C)C)O2	nt	5%[29.3 µM]	nt	nt	-3%	?	-25%[12 µM]	nt	nt
CCOc1ccccc1CNC(=O)Cn1ncn2nc(-c3cccs3)cc2c1=O	0%	-10%	14%	0%	-5%	nt	5%	-0.4	-1%
CCn1c(SCC(=O)NCCc2ccccc2)nnc1-c1ccco1	27%	-15%	2%	-4%	3%	11%	-4%	-0.7	-6%
CN1CCN(C(=O)/C=C/c2ccc(Cl)c(Cl)c2)CC1	5%	-9%	3%	-3%	-1%	23%	-12%	0.5	4%
CCc1ccccc1N(CC)C(=O)CCc1nc(-c2ccc(C)cc2)no1	-26%	-9%	73%[activator]	0%	-9%	1%	-28%	-0.4	1%
c1cnc(NCCNc2ncccn2)nc1	14%	6%	0%	-4%	0%	-3%	8%	0.7	-2%
CCOC(=O)Cc1csc(NC(=O)c2ccc(S(=O)(=O)N3CCOCC3)cc2)n1	13%	-10%	-1%	20%	-1%	12%	-11%	1.5	100%[activator]
COc1ccc2c(c1)c(C(O)CN1CCN(Cc3ccc4c(c3)OCO4)CC1)c(C)n2C (stereo not given)	1%	?	-26%	5%	3%	0%	2%	-0.5	?
COC(=O)c1cccc(NC(=O)c2cc3sccc3n2C)c1	?	-13%	-24%	-5%	-11%	-8%	-19%	-1.6	-21%[58.9 µM]
O=C(Nc1nnc(SCC(=O)N2CCCc3ccccc32)s1)c1cccc2ccccc12	0%	-9%	-29%	1%	1%	9%	-10%	4.1	3%
CN1CCN(S(=O)(=O)c2ccc(N3CCN(S(=O)(=O)/C=C/c4ccccc4)CC3)nc2)CC1	0%	?	16%	-9%	2%	-3%	-2%	-0.1	11%
CCc1ccccc1Nc1nc(N)nc(CSCC(=O)c2cc(C)n(C)c2C)n1	0%	?	-15%	8%	-7%	-8%	-6%	-0.5	27%
COc1ccc(Cl)cc1NC(=O)c1cc(S(=O)(=O)N2CCc3ccccc32)cn1C	2%	-7%	-22%	-5%	-7%	nt	-8%	-0.2	-15%
Cc1ccc(NC(=O)CN(c2ccccc2)S(=O)(=O)N(C)C)cc1C	7%	-15%	0%	7%	-22%	7%	-1%	-0.6	-12%
CCCCOc1ccc(C(=O)C(CN2CCOCC2)c2ccccc2)cc1 (stereo not given)	3%	2%	?	-7%	-4%	-3%	-10%	-0.2	-6%
COc1ccccc1C(=O)Nc1c[nH]c(=O)[nH]c1=O	10%	-2%	2%	18%	-1%	-18%	-8%	0.7	-2%
O=C(Nc1ccc(Br)cc1)C1CCN(c2ncccn2)CC1	21%	-10%	-42%	-1%	0%	nt	9%	-2.1	15%
CC(C)(C)C1CCC2(CC1)NC(CO)(CO)CO2 (stereo not given)	-28%	-11%	0%	-8%	-5%	-5%	-6%	0.8	0%
Cn1c(COc2ccc3ccccc3c2)nnc1SCC(=O)OC1CCCCC1	6%	-21%	4%	7%	-2%	-2%	-3%	-0.8	-19%

These rows are one share of the data; rates above refer to the full screens.
